Compound activity deposited in PubChem BioAssay by Sanford-Burnham Center for Chemical Genomics.
hIAP block = human IAP inhibition | P09923 | purified IAP, CDP-Star luminescence, 30 min | inhibition, % at 10 µM | 0.12% of 330,000 active | AID 2544;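 active means inhibition reaching a set limit with compound at 10 µM in the primary screen, cut at about 35% in these data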;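 further: plate controls were DMSO wells with enzyme for no effect and no-enzyme buffer wells for full effect; values of inactives mirror those of a sister screen read the other way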
Target sequence (P09923 whole entry, looked up): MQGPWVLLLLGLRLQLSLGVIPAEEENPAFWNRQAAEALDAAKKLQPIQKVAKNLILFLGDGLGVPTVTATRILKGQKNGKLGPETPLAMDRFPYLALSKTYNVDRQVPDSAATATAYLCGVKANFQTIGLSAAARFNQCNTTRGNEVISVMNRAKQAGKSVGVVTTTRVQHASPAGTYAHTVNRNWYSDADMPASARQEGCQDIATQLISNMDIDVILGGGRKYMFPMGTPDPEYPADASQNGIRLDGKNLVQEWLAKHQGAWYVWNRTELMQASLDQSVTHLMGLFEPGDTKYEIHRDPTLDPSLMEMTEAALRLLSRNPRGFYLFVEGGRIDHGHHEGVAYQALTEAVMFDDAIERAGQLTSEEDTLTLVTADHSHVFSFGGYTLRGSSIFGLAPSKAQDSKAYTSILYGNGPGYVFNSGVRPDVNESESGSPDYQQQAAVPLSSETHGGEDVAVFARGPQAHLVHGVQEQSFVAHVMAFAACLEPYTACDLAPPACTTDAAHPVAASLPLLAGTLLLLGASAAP
APOBEC3G inh = APOBEC3G (human) deaminase inhibition. Q9HC16. recombinant A3G, ssDNA deamination FAM/TAMRA fluorescence. inhibition, % at 20 µM. 0.28% of 330,000 active. AID 493012;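 active means inhibition of at least 40% at 20 µM, with no more than 30% in the related APOBEC3A deaminase screen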;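 further: plate controls were DMSO wells with A3G for no effect and wells lacking A3G enzyme for full effect; some compounds called inactive have numbers as strong as hits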
Target sequence (Q9HC16 whole entry, looked up): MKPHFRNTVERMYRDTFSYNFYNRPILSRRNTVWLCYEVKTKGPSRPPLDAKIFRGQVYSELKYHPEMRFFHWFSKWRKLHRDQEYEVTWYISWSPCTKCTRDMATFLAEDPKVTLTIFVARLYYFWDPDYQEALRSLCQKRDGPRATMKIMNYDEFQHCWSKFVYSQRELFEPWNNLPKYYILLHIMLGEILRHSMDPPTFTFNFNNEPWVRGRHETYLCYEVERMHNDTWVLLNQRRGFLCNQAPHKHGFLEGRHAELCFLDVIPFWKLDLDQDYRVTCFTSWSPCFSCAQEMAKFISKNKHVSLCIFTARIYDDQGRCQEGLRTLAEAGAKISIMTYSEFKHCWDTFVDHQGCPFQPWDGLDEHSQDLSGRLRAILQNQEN
MPTP inh = permeability transition pore inhibition; isolated mouse mitochondria, Ca2+ swelling absorbance, 30 min; inhibition, % at 10 µM; 1.4% of 360,000 active; AID 602449;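 active means inhibition of 50% or more, scaled per plate between neutral and stimulator controls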;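 further: 0% = DMSO wells given calcium and 100% = 1 mM EGTA wells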
APOBEC3A inh = inhibitors of human APOBEC3A DNA deaminase; P31941; recombinant A3A, FAM/TAMRA ssDNA deamination fluorescence; inhibition, % at 20 µM; 0.41% of 330,000 active; AID 493011;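 active means at least 40% inhibition at 20 µM here, with at most 30% in a related deaminase screen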;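 further: plate controls were A3A with DMSO for no effect and wells lacking A3A enzyme for full effect; some results filed as inactive read as strong as hits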
ATG4B inhibitor = inhibitors of human ATG4B cysteine protease. ATG4B cleavage of LC3-PLA2, NBD-HPC fluorescence, 1 h. inhibition, % at 8.33 µM. 0.51% of 340,000 active; in the data active means inhibition above about 40%
beta cell repl = induces beta-cell replication in MIN6 cells. MIN6 cells proliferation, ATPlite luminescence, 48 h; cells starved in 0.2% serum; 100% = growth in 10% serum. proliferation, % at 10 µM. 0.29% of 330,000 active;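 active means compounds whose signal lies at least 3.5 SD above the mean of all wells on their plate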;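 further: 0% = DMSO-treated cells in low-serum medium and 100% = 10% serum control; some compounds called inactive have numbers as strong as hits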
hIAP activ = increases human intestinal alkaline phosphatase activity. purified human IAP, CDP-Star luminescence, 30 min; active compounds read high; 1 = vehicle-only enzyme, 0 = enzyme-free background. activation factor at 10 µM. 0.16% of 330,000 active;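 active means activation factor of the enzyme at least 2-fold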; further: the source names both 10 and 20 µM as test concentration; values of inactives mirror those of a sister screen read the other way
mIAP inh = blocks mouse intestinal alkaline phosphatase | 0.2% of 330,000 active | inhibition, % at 10 µM | purified mouse IAP, CDP-Star luminescence, 30 min;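 active means inhibition of at least 40% at 10 µM in the primary screen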;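 further: plate controls were DMSO with enzyme for no effect and no enzyme wells for full effect; values of inactives mirror those of a sister screen read the other way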
mIAP activ = increases mouse intestinal alkaline phosphatase activity | muIAP, CDP-Star luminescence, 30 min; active compounds read high; 1 = vehicle-only enzyme signal, 0 = enzyme-free wells | activation factor at 10 µM | 0.24% of 330,000 active | AID 2805;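 active means activation factor of at least 2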; further: the source names both 10 and 20 µM as test concentration; values of inactives mirror those of a sister screen read the other way
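System: Mouse IAP enzyme | Also added: CDP-Star substrate | Dosing: Compounds dispensed in DMSO | Schedule: 30 min enzyme-substrate-compound incubation at room temperature | Technique: Chemiluminescence readout | Control set: DMSO-only wells and no-enzyme negative control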
Active calls of the source: *; nt = not tested or not shown. An unsorted share of the library; 3.3% or so of the library scored in one or more.

Sample of the layout, five compounds:
1	Cc1c(NC(=O)Nc2cccc(Cl)c2Cl)c(=O)n(-c2ccccc2)n1C
2	Fc1ccc(-c2csc3ncnc(Cl)c23)cc1
3	Nc1nonc1C(=O)NCCc1ccccc1
4	COc1cc(NC(=S)NCc2cccnc2)c(OC)cc1Cl
5	CN1CCN(C(=O)NC2CCCCC2)CC1
assay / entry,1,2,3,4,5
APOBEC3A inh,-1,1,-1,-4,-2
ATG4B inhibitor,4,14,0,-4,-12
APOBEC3G inh,-4,-3,-4,-6,-4
mIAP inh,9,-6,-5,6,-2
hIAP activ,0.75,1.1,1,0.98,1.1
beta cell repl,-1,-5,1,1,-1
hIAP block,25,-6,-3,2,-9
mIAP activ,0.91,1.1,1,0.94,1
MPTP inh,0.0,2.4,-2.9,-3.8,-0.2

Results, from the start:
1	Cc1c(NC(=O)Nc2cccc(Cl)c2Cl)c(=O)n(-c2ccccc2)n1C
2	Fc1ccc(-c2csc3ncnc(Cl)c23)cc1
3	Nc1nonc1C(=O)NCCc1ccccc1
4	COc1cc(NC(=S)NCc2cccnc2)c(OC)cc1Cl
5	CN1CCN(C(=O)NC2CCCCC2)CC1
6	COCCN(C(=O)Cc1cccs1)C(C(=O)NC1CCCC1)c1cc(OC)c(OC)c(OC)c1 (stereo not given)
7	CN(Cc1cccc(F)c1)C(=O)Cc1ccc(S(=O)(=O)N2CCOCC2)s1
8	COc1cccc(NC(=O)C2=COCCO2)c1
assay / entry,1,2,3,4,5,6,7,8
APOBEC3A inh,-1,1,-1,-4,-2,-2,-3,-2
ATG4B inhibitor,4,14,0,-4,-12,-7,-5,0
APOBEC3G inh,-4,-3,-4,-6,-4,0,-13,-10
mIAP inh,9,-6,-5,6,-2,5,3,3
hIAP activ,0.75,1.1,1,0.98,1.1,0.93,0.94,0.98
beta cell repl,-1,-5,1,1,-1,-2,3,0
hIAP block,25,-6,-3,2,-9,7,6,2
mIAP activ,0.91,1.1,1,0.94,1,0.95,0.97,0.97
MPTP inh,0.0,2.4,-2.9,-3.8,-0.2,-1.4,-3.1,0.7

9	CS(=O)(=O)N1CCN(c2ccccc2NC(=O)c2ccc3c(c2)OCCO3)CC1
10	O=C(Nc1ccccc1N1CCCC1)C1CCCO1 (stereo not given)
11	Cc1ccc(OCC(=O)O/N=C(\N)c2ccccn2)cc1
12	O=C(COC(=O)C1CCCCC1C(=O)N1CCc2ccccc21)NCc1ccco1 (stereo not given)
13	CCOC(=O)C1(CC2CCCCO2)CCN(Cc2c(C)cc(C)cc2-n2cccn2)CC1 (stereo not given)
14	Cc1ccc2[nH]c3c(=O)n(CC(=O)N4CC(C)CC(C)C4)ncc3c2c1 (stereo not given)
15	COc1cc(C(=O)NCC(=O)OCC(=O)Nc2ncc(Cl)cc2Cl)cc(OC)c1OC
16	Cc1cc(C)n2c(SCC(=O)NC3CCCC(C)C3C)nnc2n1 (stereo not given)
assay / entry,9,10,11,12,13,14,15,16
APOBEC3A inh,11,-4,1,13,-3,-6,4,3
ATG4B inhibitor,-11,9,-2,-8,-2,3,-12,2
APOBEC3G inh,0,-5,-6,8,-8,-2,0,3
mIAP inh,11,6,-4,24,7,4,17,-1
hIAP activ,0.86,0.97,0.91,1.2,0.91,1.4,0.97,1.2
beta cell repl,-6,2,-3,0,-1,0,1,-1
hIAP block,14,3,9,-18,9,-37,3,-18
mIAP activ,0.89,0.94,1,0.76,0.93,0.96,0.83,1
MPTP inh,0.0,-2.1,-0.1,-1.7,6.2,0.7,-0.3,-0.1

17	CCOC(=O)c1c(NC(=O)c2ccccc2C(=O)O)sc2c1CCCC2
18	C=C(C)c1cccc(C(C)(C)NC(=O)Nn2cnnc2)c1
19	Cc1nc2ccccc2nc1NS(=O)(=O)c1ccc(N)cc1
20	CCN(CC)/C(=N\S(=O)(=O)c1ccc(F)cc1)c1ccccc1
21	COc1cc(CCc2ccccc2)c(C(=O)O)c(O)c1C/C=C(/C)CCC=C(C)C
22	CC(C)OC(=O)c1cccc(C(=O)Oc2ccc(Br)cc2)n1
23	C#CCN(C(=O)CC1C(=O)NCCN1C/C=C/c1ccccc1)C1CCCCC1 (stereo not given)
24	CC(C)c1ccc(Nc2nc(Cl)nc(Cl)n2)cc1
assay / entry,17,18,19,20,21,22,23,24
APOBEC3A inh,2,-2,-2,-2,6,6,1,-4
ATG4B inhibitor,7,0,6,3,85*,6,14,0
APOBEC3G inh,0,-6,3,-7,4,4,-7,0
mIAP inh,-8,-9,-7,2,-8,-6,7,-22
hIAP activ,0.93,1.1,1,1,nt,0.88,1,1
beta cell repl,-1,2,-3,1,nt,-1,-2,0
hIAP block,7,-5,-3,-2,nt,12,-3,-2
mIAP activ,1.1,1.1,1.1,0.98,1.1,1.1,0.93,1.2
MPTP inh,2.6,1.8,0.2,-0.8,87*,1.7,1.3,0.7

25	CN1CCN(C(=O)c2ccccc2N(Cc2ccccc2)S(=O)(=O)c2ccccc2)CC1
26	Cc1ccc(NS(=O)(=O)c2cc(C(N)=O)ccc2C)cc1
27	COCCNC(=O)c1ccc2c(c1)nc(C)n2-c1cccc(Cl)c1
28	COc1cc(-c2nc(C(=O)NCC3CCCO3)cc3c2[nH]c2ccccc23)cc(OC)c1OC (stereo not given)
29	COC(=O)c1c(C)[nH]c(C)c1C(=O)c1ccccc1Cc1ccccc1
30	CCOC(=O)C1=NOC(CNC(=O)c2ccccc2Cl)C1 (stereo not given)
31	O=C(C(Sc1ccccc1)c1ccccc1)N1CCN(c2ccccc2)CC1 (stereo not given)
32	CCOc1ccc(C(=O)C(C)OC(=O)c2nc(Cl)ccc2Cl)cc1 (stereo not given)
assay / entry,25,26,27,28,29,30,31,32
APOBEC3A inh,2,-3,0,-4,-1,-3,0,0
ATG4B inhibitor,-18,8,-8,-59,-4,-5,-4,10
APOBEC3G inh,-4,-9,-7,-8,-8,-4,-7,3
mIAP inh,6,8,4,4,1,2,-2,-9
hIAP activ,0.89,0.84,1,0.83,1.1,0.93,0.99,1.1
beta cell repl,0,2,2,-3,2,0,0,-2
hIAP block,11,16,-4,17,-5,7,1,-8
mIAP activ,0.94,0.92,0.96,0.96,0.99,0.98,1,1.1
MPTP inh,-0.5,-0.3,1.5,0.0,-1.5,-1.3,12,3.9

33	Cc1[nH]nc(N=Cc2c(O)n(C)c(=O)n(C)c2=O)c1-c1ccccc1
34	CCOC(=O)C1(Cc2cccc(OC)c2)CCN(Cc2ccccc2OC)CC1
35	CCc1ccc(NC(=O)CSc2nnc(Cn3c(=O)sc4ccccc43)n2C)cc1
36	CCOc1ccccc1/C=C/C(=O)c1ccc(Cl)cc1
37	CSCC[C@H](NC(=O)[C@@H]1CSC2c3ccccc3C(=O)N21)C(=O)NCc1ccco1 (stereo not given in full)
38	Cc1cc2c3c(ccc(C)c3n1)N=CN2c1ccccc1
39	COCCCNC(=O)/C(C#N)=C/c1cccc(NC(=O)c2ccccc2Cl)c1
40	CCC1C(=O)N=C(SCC(=O)Nc2ccc(S(N)(=O)=O)cc2)NC1=O (stereo not given)
assay / entry,33,34,35,36,37,38,39,40
APOBEC3A inh,-5,-2,-3,3,-4,0,-1,-1
ATG4B inhibitor,-12,4,-1,-4,11,7,-10,-9
APOBEC3G inh,-6,-7,-7,21,-1,-8,-3,-4
mIAP inh,2,-1,0,6,8,-1,-1,3
hIAP activ,1,1.2,1.1,0.99,0.94,0.94,0.93,1.2
beta cell repl,-2,-3,-1,0,-1,0,-2,0
hIAP block,-5,-15,-12,1,6,6,7,-16
mIAP activ,0.97,1,1,0.94,0.92,1,1,0.97
MPTP inh,nt,0.0,-1.4,1.8,-1.7,0.5,-0.6,-1.5

41	CCOc1ccc(NC(=S)N(CCOC)C(C)c2cccnc2)cc1 (stereo not given)
42	COc1ccc2ccccc2c1C(=O)/C=C\c1ccoc1
43	Cc1ccc(S(=O)(=O)N(C)C)cc1NC(=O)c1ccccc1SCC(=O)N1CCCC1
44	O=C(NCc1ccccc1)C(c1ccccc1F)N(C(=O)c1csnn1)C1CCCC1 (stereo not given)
45	Cc1ccc(C(=O)C2OC(=O)C(C)(C)C(=O)C2(C)C)cc1 (stereo not given)
46	COC(=O)c1c(C)cc(C)n2c1nc1ccccc12
47	COc1ccccc1/C=C/C(=O)OCC(=O)Nc1nnc(-c2ccccc2)o1
48	CC1=C(C(=O)OCCc2ccccc2)C(c2ccsc2)NC(=O)N1C (stereo not given)
assay / entry,41,42,43,44,45,46,47,48
APOBEC3A inh,3,6,-2,-1,-5,1,0,-5
ATG4B inhibitor,4,5,-9,-7,-1,-6,-3,-1
APOBEC3G inh,4,-2,-7,-6,-8,-4,-4,-6
mIAP inh,-15,19,10,0,8,-6,7,3
hIAP activ,1.2,0.99,0.96,0.97,0.87,0.95,1.1,1
beta cell repl,0,0,-2,-1,0,-2,0,-3
hIAP block,-19,1,4,3,13,5,-7,-2
mIAP activ,1.1,0.81,0.91,1,0.92,1.1,0.93,0.97
MPTP inh,0.9,1.6,-3.3,0.1,-1.6,-1.0,0.1,12

49	CCOc1ccc(-c2ccc(NS(=O)(=O)c3ccc([N+](=O)[O-])cc3)cc2)nn1
50	O=C(Nc1ccccn1)C1CCN(S(=O)(=O)c2ccccc2)CC1
51	CCOC(=O)C1(CCOC)CCN(C(=O)c2ccc(CSC)o2)CC1
52	O=C(Nc1cccc(F)c1)N1CCN(C(=O)c2ccco2)CC1
53	O=C1C=C(NCC2CCCO2)C2(CCCCC2)O1 (stereo not given)
54	CCCCCCCCCCCNC(=O)c1ccoc1C
assay / entry,49,50,51,52,53,54
APOBEC3A inh,-1,0,1,-2,-8,1
ATG4B inhibitor,-5,0,-11,-2,-9,5
APOBEC3G inh,-3,2,20,-7,-6,-1
mIAP inh,4,12,-1,-4,6,4
hIAP activ,1.1,0.96,0.9,0.9,1.3,0.82
beta cell repl,-3,-5,0,0,-1,-5
hIAP block,-5,4,10,10,-25,18
mIAP activ,0.95,0.88,1,1,0.94,0.96
MPTP inh,-1.4,-0.9,-0.5,-1.5,0.6,6.8
